# NR2E3 ag-1 = NR2E3 agonists in two-hybrid cells, primary screen, cell-based, luminescence, CHO-S, Gal4-NCOR/VP16-NR2E3; 360,000 compounds, 0.35% hits; luciferase; inhibition of corepressor binding, % at 3.98 µM; AID 602229, 2012; Photoreceptor-specific nuclear receptor (Homo sapiens), Q9Y5X4;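 active = inhibition above the mean of all tested compounds plus 3 SD, cut at about 70% in these data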;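 note: 0% = DMSO with NR2E3 transfected cells and 100% = cells lacking NR2E3 construct; higher means lower luciferase signal from less NR2E3 corepressor binding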
# Target sequence (Q9Y5X4 whole entry, looked up, the tested form may be a part): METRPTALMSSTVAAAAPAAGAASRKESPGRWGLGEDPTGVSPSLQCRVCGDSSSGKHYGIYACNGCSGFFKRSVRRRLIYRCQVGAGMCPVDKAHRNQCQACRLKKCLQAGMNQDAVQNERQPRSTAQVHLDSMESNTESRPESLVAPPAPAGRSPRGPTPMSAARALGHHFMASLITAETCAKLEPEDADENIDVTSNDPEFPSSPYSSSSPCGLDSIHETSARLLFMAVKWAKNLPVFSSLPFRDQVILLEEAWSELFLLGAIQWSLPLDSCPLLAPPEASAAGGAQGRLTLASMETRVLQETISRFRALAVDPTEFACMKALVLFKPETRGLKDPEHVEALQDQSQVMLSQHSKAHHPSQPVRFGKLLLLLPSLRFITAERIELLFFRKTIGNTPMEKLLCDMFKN
# CF NFkB inh = inhibitors of PAF-induced NF-kB signaling, primary screen, cell-based, GFP fluorescence, uHTS | KKLEB NF-kB-GFP reporter, GFP fluorescence overnight | inhibition, % at 5 µM | 360,000 compounds, 0.86% hits | AID 588850, 2011;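 active = at least 50% inhibition at 5 µM, scaled per plate between neutral and stimulator controls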;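 note: PAF is a Pseudomonas aeruginosa culture filtrate used as stimulus; plate controls were PAF-stimulated DMSO wells for no effect and unstimulated DMSO wells for full effect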
# NR2E3 ag-2 = inhibitors of NR2E3-RetCOR corepressor binding, primary screen, NR2E3 agonist project, biochemical, TR-FRET, GST-NR2E3, biotin-RetCOR; Photoreceptor-specific nuclear receptor (Homo sapiens), Q9Y5X4; 1536-well; inhibition of corepressor binding, % at 4.78 µM; 320,000 compounds, 0.12% hits; AID 2300, 2010;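 active = percent inhibition above the cutoff of mean plus 3 SD of all tested compounds, set per screening campaign, cut at about 20% in these data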;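 note: 0% = DMSO wells and 100% = biotin wells as full block of FRET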
#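 system = GST-tagged NR2E3 plus biotinylated RetCOR corepressor | input = 1.35 nM GST-NR2E3 | also added = 7 nM biotin-RetCOR | schedule = 5 h incubation at 4 °C | measured by = TR-FRET with europium anti-GST and streptavidin-D2, 340 nm excitation | read-out = percent loss of FRET ratio relative to control wells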
# TRAIL sens C8 = viability loss with TRAIL in NB7+C8 cells, primary screen, TRAIL sensitizer project, cell-based, ATPlite luminescence; inhibition (viability loss, TRAIL sensitization), % at 10 µM; 360,000 compounds, 1% hits; AID 624354, 2012;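 active = compounds causing at least 50% loss of cell viability in the single-dose screen, relative to plate controls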
# iPSC survival up = enhancers of single-cell hiPSC survival, primary screen, ATPlite luminescence | survival enhancement, % at 20 µM | 360,000 compounds, 0.044% hits | AID 602274, 2012 | 100% = ROCK inhibitor wells, 0% = DMSO; in the data active = survival enhancement above about 18%;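 note: cells exposed to compounds for 16 hours before the ATP read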
# TRPM1 prom inh = inhibitors of MITF-dependent TRPM1 promoter reporter, primary screen, cell-based, SK-MEL-5, single point, luciferase. SK-MEL-5 TRPM1 promoter luciferase, 24 h. inhibition, % at 12.5 µM. 330,000 compounds, 0.83% hits;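 active = mean inhibition across replicates of 60% or more, whatever share of single replicates reaches that level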; note: values of inactives mirror those of a sister screen read the other way
# Shn3 3UTR inh = reduction of Shn3 3'UTR firefly luciferase signal, primary screen, Schnurri-3 inhibitor project, cell-based, Clone20 osteoblasts, set 2; Clone20 osteoblast Shn3 3'UTR firefly luciferase, 24 h; 360,000 compounds, 0.52% hits; inhibition, % at 12.5 µM;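 active = mean inhibition of at least 75% with every replicate also reaching 75%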;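 note: 0% = median of neutral control wells and 100% = pilot-screen positive control compound; some compounds past the cut are filed as inactive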
# EBV LMP1 NFkB = EBV LMP1-driven NF-kappaB luciferase reporter inhibitors, primary screen, cell-based, luminescence, single point; AID 504558, 2011; inhibition, % at 12.5 µM; LMP1-induced NF-kappaB luciferase reporter cells; 350,000 compounds, 0.69% hits; in the data active = inhibition above about 41%;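 note: 0% = neutral control wells and 100% = reference inhibitor control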
# Peg3 promoter = Peg3 promoter-driven luciferase inhibitors, primary screen, cell-based, HeLa, luciferase luminescence; HeLa PEG-Prom luciferase reporter, overnight; inhibition, % at 20 µM; 360,000 compounds, 1.7% hits;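 active = inhibition of at least 50% at 20 µM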
# HIF-2a block = HIF-2a reporter inhibitors, primary screen, luminescence, 786-0 RCC cells | 786-0 RCC cells HIF-2a reporter, luciferase luminescence, overnight | 360,000 compounds, 0.72% hits | inhibition, % at 18.8 µM;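 active = inhibition of the luminescence signal of 40% or more relative to plate controls, in a single-dose primary screen at 18.75 µM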
# KKLEB cytotox = cytotoxicity in KKLEB CF airway cells, primary screen, cytotoxicity control for CF NF-kB inhibitor project, cell-based, uHTS, fluorescence assay plates | KKLEB CF airway cells viability, ATPlite luminescence, overnight; active compounds read low; cells stimulated with P. aeruginosa culture filtrate | activity change (cytotoxicity), % at 5 µM | 360,000 compounds, 0.36% hits | AID 602141, 2011;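 active = corrected activity change at or below -50% at 5 µM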
# Active calls of the source: *; . = no result given.
SMILES,NR2E3 ag-1,CF NFkB inh,NR2E3 ag-2,TRAIL sens C8,iPSC survival up,TRPM1 prom inh,Shn3 3UTR inh,EBV LMP1 NFkB,Peg3 promoter,HIF-2a block,KKLEB cytotox
Cn1c(=O)oc2cc(S(=O)(=O)NCCC(=O)N3CCN(c4ccccc4F)CC3)ccc21,-18.0,14.9,3.0,-11.6,-0.2,8.9,-7.6,3.9,-0.2,2.0,0.3
C=CCc1cc(OC)ccc1OCCOCCN1CCc2ccccc2C1,0.3,0.3,0.6,6.9,-3.0,19.6,73.9,-10.4,13.9,12.5,-11.5
CCOC(=O)/C(C#N)=C/Nc1ccccc1NS(=O)(=O)c1ccc(C)c(C)c1,-35.0,15.4,0.2,10.1,0.4,0.9,12.7,-9.0,31.9,22.4,-14.2
Fc1ccc2c(c1)C(c1ccncc1)=NNC(c1ccc(Br)cc1)=N2,-9.3,4.4,2.3,-2.9,-1.0,-1.9,-9.2,4.7,-1.8,11.7,7.9
O=C(O)CCCn1c(=O)c2cccn2c2ccc(F)cc21,-22.3,-9.0,.,7.6,0.0,7.4,-0.5,-0.8,16.0,29.0,7.0
CSCCC(NC(=O)c1ccccc1)C(=O)N/N=C(\C)c1ccccc1 (centres undefined),-15.7,15.0,-2.7,-13.7,1.9,14.2,-9.9,-1.8,2.5,11.6,8.0
COc1ccc(CCNC(=O)c2cc3cccc(OC)c3oc2=O)cc1OC,-19.6,12.9,1.7,-14.4,-0.3,-3.5,-15.0,6.6,-8.2,6.4,-4.3
CCOCCC(=O)Nc1ncc(S(=O)(=O)c2ccc([N+](=O)[O-])cc2)s1,-13.6,12.7,.,-11.1,-1.9,.,18.5,6.3,6.5,-3.1,-5.8
O=C(Nc1ccccc1)c1sc2cc(C(F)(F)F)cnc2c1-c1cccs1,-21.1,1.4,-1.5,33.6,-1.6,-2.4,8.7,-0.9,-12.7,-2.3,-2.7
CCCNC(=O)C1(C)CCN(Cc2cc(-c3ccccc3)on2)C1 (centres undefined),-18.6,9.2,.,-2.3,-1.1,.,-28.0,.,-20.8,-28.5,3.2
Cc1ccc2c(c1)c1ccc3c(c1n2C)C(=O)C=CC3=O,-13.7,-1.9,.,58.5*,14.4,92.8*,94.7*,-69.0,107.4*,78.8*,-3.3
CCOc1ccc2oc(C(=O)N(C)CC(=O)Nc3ccc(OCC)c(OCC)c3)c(C)c2c1,-6.4,5.9,-0.2,-19.6,-0.4,4.5,2.4,-2.9,6.5,-5.4,-7.3
CC(C)CC1C(=O)N(Cc2cn(CCC3OCCCO3)nn2)CCS(=O)(=O)N1Cc1ccc(-c2ccccc2)cc1 (centres undefined),-7.7,5.8,.,15.6,8.6,.,-26.5,3.6,16.5,10.1,13.6
COc1cccc(NC(=O)C2CCN(S(=O)(=O)c3ccc4c(c3)CC(C)N4C(C)=O)CC2)c1 (centres undefined),-4.8,10.2,-2.8,11.9,-0.3,14.5,55.9,8.5,14.7,19.8,-4.0
O=C(C[C@H]1C[C@@H]2c3cc(NC(=O)c4cccnc4)ccc3O[C@@H]2[C@H](CO)O1)NCc1ccncc1,-19.8,1.3,.,6.4,-0.8,.,-3.9,-8.5,-3.9,10.0,-18.1
COc1ccc(C2C3=C(CCCC3=O)Nc3ccc4ncccc4c32)cc1OC (centres undefined),5.0,-25.1,0.9,0.5,-0.4,0.5,-44.5,2.3,-75.9,-81.4,1.3
CCOC(=O)c1c(NC(=O)COC(=O)c2nc(Cl)ccc2Cl)sc(C(=O)N(C)C)c1C,8.3,-21.7,-1.3,6.3,-0.1,0.0,6.8,0.6,8.4,1.9,-10.5
Cc1c(C(=O)NCc2cccnc2)sc2nc(-c3ccc(F)cc3)cn12,-52.2,-19.0,4.6,-4.8,-2.1,.,10.6,-14.7,-193.5,-239.4,21.8
O=C(C1CCN(S(=O)(=O)c2cc(Cl)ccc2Cl)CC1)N1CCCC1,14.9,24.8,2.7,18.7,0.5,-4.6,-3.3,-5.6,7.4,9.0,-5.3
NC(=O)c1ccc(NC(=O)c2cccc3c2OCCCO3)cc1,-1.3,-3.8,-1.2,-13.9,-0.1,-8.8,-8.3,5.0,-4.3,2.7,-1.0

# Part of the list above in order of length of the SMILES, low to high:
SMILES,NR2E3 ag-1,CF NFkB inh,NR2E3 ag-2,TRAIL sens C8,iPSC survival up,TRPM1 prom inh,Shn3 3UTR inh,EBV LMP1 NFkB,Peg3 promoter,HIF-2a block,KKLEB cytotox
Cc1c(C(=O)NCc2cccnc2)sc2nc(-c3ccc(F)cc3)cn12,-52.2,-19.0,4.6,-4.8,-2.1,.,10.6,-14.7,-193.5,-239.4,21.8
CCOc1ccc2oc(C(=O)N(C)CC(=O)Nc3ccc(OCC)c(OCC)c3)c(C)c2c1,-6.4,5.9,-0.2,-19.6,-0.4,4.5,2.4,-2.9,6.5,-5.4,-7.3
CCOC(=O)c1c(NC(=O)COC(=O)c2nc(Cl)ccc2Cl)sc(C(=O)N(C)C)c1C,8.3,-21.7,-1.3,6.3,-0.1,0.0,6.8,0.6,8.4,1.9,-10.5

# The list goes on.
SMILES,NR2E3 ag-1,CF NFkB inh,NR2E3 ag-2,TRAIL sens C8,iPSC survival up,TRPM1 prom inh,Shn3 3UTR inh,EBV LMP1 NFkB,Peg3 promoter,HIF-2a block,KKLEB cytotox
CC1(C)C(=O)Nc2ccccc2N1C(=O)COC(=O)COc1ccc(C#N)cc1,-30.1,-23.1,1.5,-9.3,-0.3,5.5,-5.6,-4.1,11.1,10.8,31.5
CC(=O)Nc1ccc(N/C=C/C(=O)c2ccc(Br)cc2)cc1,-10.1,7.8,5.7,-3.3,0.7,-52.1,-11.1,-25.3,-69.7,-141.6,14.6
Cc1ccc(-n2cc3c(-c4cccc(Br)c4)nnc(C)c3n2)cc1,-14.1,-38.1,3.5,-2.1,-2.1,8.8,18.9,22.5,31.8,9.4,4.5
COCCNC(=O)CSc1nc2ccccc2c2nc(C)nn12,-25.1,5.2,1.8,-12.0,-3.1,-3.0,6.3,-2.4,7.5,9.0,-5.7
O=C(c1cc2nc(-c3ccccc3)cc(C(F)(F)F)n2n1)N1CCN2CCCC2C1 (centres undefined),-10.1,-4.0,1.0,9.8,-0.6,10.9,10.4,-0.9,17.6,6.2,-3.8
COc1ccc(OC)c(NC(=O)c2cc(-c3cc(C)ccc3O)n[nH]2)c1,-38.1,31.0,.,9.6,-0.6,0.3,1.2,-9.8,-21.6,-64.5,-18.2
Cc1ccc(-c2ccc3nnc(SCC(=O)NCC4CCCO4)n3n2)cc1 (centres undefined),-14.9,0.7,2.6,-5.3,0.0,6.3,-33.6,1.9,12.0,10.8,3.6
O=C(NCc1cccnc1)c1ccc(COc2cccc3ccccc23)o1,-18.7,15.8,-1.9,1.3,0.9,10.5,9.8,-2.8,5.9,9.6,-12.4
O=C(NN1C(=O)c2ccccc2C1=O)C1C2CCCCC21 (centres undefined),3.3,14.4,-0.6,-6.8,-0.8,16.3,-20.6,6.2,10.3,-5.0,3.1
COc1ccc(C2=NNC(c3cccnc3)=Nc3ccccc32)cc1,-15.2,-3.7,2.9,-15.4,4.8,10.5,-17.6,6.4,3.5,19.6,9.5
COc1cc2ccccc2cc1C(=O)NC(=S)Nc1cccc(C(=O)O)c1C,-13.5,8.2,1.0,-11.8,-0.3,-0.7,-14.6,3.6,-8.4,-12.2,2.3
N#Cc1nc(-c2cccs2)oc1NCc1ccc(Cl)cc1,-0.2,-2.2,2.2,-3.2,3.0,-10.5,7.1,0.0,-7.0,-54.9,-0.4
Cc1cc(N2CCN(C(=O)c3cccs3)CC2)c(F)cc1[N+](=O)[O-],79.0*,20.0,3.0,-5.8,0.1,-2.7,55.9,1.2,7.2,-7.0,7.4
CCN(CC(=O)Nc1cc(Cl)ccc1C)C(=O)CSCc1ccc(C)cc1,-16.6,-25.2,-0.5,5.8,0.1,-6.9,2.0,-11.4,23.0,-9.2,2.8
CC(C)(C)n1nnnc1C(c1cccc(C(F)(F)F)c1)N1CCC(O)CC1 (centres undefined),17.1,-17.3,-1.9,-7.1,-0.5,.,-7.2,3.7,9.2,14.2,0.6
CCOC(=O)C1CCN(C(=O)c2ccccc2)C(CC)C1=O (centres undefined),16.2,3.8,.,-8.0,-2.2,-0.7,-12.8,0.4,4.5,-0.3,0.3
CC(C)c1ccc(N(CC(=O)NCC2CCCO2)C(=O)CCC(=O)Nc2nccs2)cc1 (centres undefined),-0.5,-3.9,4.2,-14.2,-0.5,-9.7,-22.1,-4.3,-5.2,15.8,1.7
Cc1ccc2nc(SC(C(=O)Nc3ccc(F)cc3)c3ccccc3)[nH]c2c1 (centres undefined),-17.5,6.3,0.8,-2.6,-2.2,9.6,48.6,1.9,45.0,20.0,-10.6
O=c1cc(O)c2sc(Nc3ccc(F)c(Cl)c3)nc2[nH]1,-14.4,-6.9,3.3,3.6,-1.1,30.0,-1.4,-103.8,-4.9,3.9,-3.6
CC1=CC(C)(C(Cl)Cl)C(C)=CC1=O (centres undefined),20.7,-6.1,2.7,-4.9,-0.8,3.2,5.2,0.5,13.7,11.3,5.4
Cc1ccc(CNC(=O)CN(C2CCCCC2)S(C)(=O)=O)cc1,-9.4,-13.6,-2.5,-8.1,1.6,5.7,2.5,-5.7,9.7,7.6,2.5
CN1c2ccccc2C(C)(C)C12C=Nc1c(cc(N3CCOCC3)c3ccccc13)O2 (centres undefined),9.6,20.0,.,-0.7,-0.4,11.5,.,-1.4,29.9,9.3,-5.9
Cc1cc(C)c(OCC(=O)OCC(=O)N2CCc3ccccc3C2)c(C)c1,-4.9,11.4,1.8,3.7,0.4,-4.9,0.6,0.3,8.3,2.3,4.7
CCOC(=O)C1=C(C)NC(=S)N(C(C)=O)C1c1ccc(Cl)cc1 (centres undefined),12.0,3.4,2.0,-10.7,1.6,8.6,1.6,-3.5,42.0,-2.0,11.8
COc1ccc(CN2CCCC(C(=O)c3ccc(Cl)cc3)C2)cc1Cn1cncn1 (centres undefined),27.6,-10.9,4.4,1.0,-0.2,11.5,12.9,-3.8,7.5,9.7,16.8
O=C(CCC(NC(=O)OCc1ccccc1)C(=O)OCC(=O)N1CCCCC1)OCC(=O)N1CCCCC1 (centres undefined),0.2,-17.9,-1.4,-8.5,2.1,-1.4,13.6,5.2,0.5,-2.5,13.8
COc1ccc(C(=O)Nc2ccc(CN3CCOCC3)cc2)cc1Br,17.0,1.2,.,16.5,-0.5,-12.0,-7.6,0.2,-62.2,-91.4,2.7

# A portion of the library, so the mix of outcomes need not match the whole.
